Screening results (PubChem BioAssay)
D3 ag: D3 dopamine receptor (human) agonism. D3R DiscoveRx beta-arrestin cells, luminescence, 90 min. max activation, %. 410,000 tested, 0.58% active. AID 652048; in the data active means max activation above about 30%; further: 0% is about no effect; mostly tested at two doses, the higher about 12 µM
Target sequence (P35462 whole entry, looked up): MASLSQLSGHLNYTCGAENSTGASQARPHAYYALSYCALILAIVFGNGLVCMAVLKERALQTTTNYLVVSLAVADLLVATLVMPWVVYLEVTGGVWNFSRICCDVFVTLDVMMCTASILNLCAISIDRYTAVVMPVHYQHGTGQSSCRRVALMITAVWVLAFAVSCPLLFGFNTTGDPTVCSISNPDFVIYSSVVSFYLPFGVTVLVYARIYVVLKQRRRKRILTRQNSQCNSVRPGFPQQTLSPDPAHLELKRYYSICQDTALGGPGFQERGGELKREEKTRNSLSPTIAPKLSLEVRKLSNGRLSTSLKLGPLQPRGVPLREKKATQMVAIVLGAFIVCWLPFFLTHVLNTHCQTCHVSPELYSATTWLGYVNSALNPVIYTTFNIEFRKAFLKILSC
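Agonist-mode cell screen: cells plated at 1500/well and incubated overnight at 37 °C, then exposed to library compounds for 90 min at 37 °C. Detection reagent was added for 30–60 min at room temperature, and luminescence was read.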
KB-3-1 cytotox: KB-3-1 parental cell cytotoxicity; KB-3-1 viability, CellTiter-Glo ATP luminescence, 72 h; Potency, µM (titrated, usually from 46.1 µM), for the others: at the highest dose activity change, negative = cytotoxic, actives largely listed as cytotoxic; 400,000 tested, 1.4% active; AID 1347075; further: potency means the concentration at half of the fitted maximal effect; on the % scale 0 is the no-effect control and ±100 the full control effect; nearly all actives have a fitted effect of over 60% in size
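Cytotoxicity in the drug-sensitive parental line KB-3-1 was scored as loss of CellTiter-Glo luminescence following 72 h incubation with compound. Values come from curve fitting of normalized concentration-response data.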
KB-V1 cytotox: KB-V1 MDR subline cytotoxicity; KB-V1 MDR cells viability, CellTiter-Glo, 72 h; Potency, µM (doses to about 46.1 µM), for the others: at the highest dose activity change, negative = cytotoxicity, actives largely listed as cytotoxic; 400,000 tested, 3.4% active; AID 1347076; further: potency means the concentration at half of the fitted maximal effect; on the % scale 0 is the no-effect control and ±100 the full control effect; nearly all actives have a fitted effect of over 60% in size
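Readout: CellTiter-Glo luminescence, 10 min after addition. Cells: KB-V1 MDR subline, 72 h at 37 degrees C with compound. Analysis: corrected, normalized data fitted to concentration-effect curves.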
DRD3 antagonist: D3 dopamine receptor (human) antagonism | P35462 | D3R cells, DiscoveRx beta-arrestin luminescence, antagonist mode; stronger effect = lower value | max response, negative = inhibition, % | 360,000 tested, 2.5% active | AID 652054; in the data active means max response below about -50%; inconclusive means no clear call, values can overlap the other calls; further: on the % scale 0 is the no-effect control and ±100 the full control effect; mostly tested at two doses, the higher about 12 µM
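Cells expressing the human receptor were seeded at 1500 cells/well, incubated overnight at 37 degrees C in 5% CO2, then exposed to library compounds with dopamine controls for 90 minutes at 37 degrees C before luminescent detection.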
IL1B secr inh: inhibitors of inflammasome signaling (IL-1 beta secretion). 360,000 tested, 4.7% active. activity change, % at 57.5 µM. THP-1 LPS/ATP IL-1B secretion, AlphaLISA, 16 h; stronger effect = lower value; in the data active means activity change below about -50%; inconclusive means mostly about -30% to -49%; further: on the % scale 0 is the no-effect control and ±100 the full control effect
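Secreted IL-1B measured by AlphaLISA bead assay after 16 h compound exposure of THP-1 cells; compounds (final up to 57.5 uM) added 1 h before LPS (250 ng/mL) and ATP (1.25 mM) stimulation; lower signal means less secretion.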
HT1080 IDH1KD tx: HT-1080 IDH1 knockdown cell toxicity (counter line); HT-1080 IDH1 knockdown viability, ATP luminescence, 48 h; AID 686971; Potency, µM (top dose mostly 46.1 µM), without a hit: top-dose activity, negative = toxicity, most hits filed as cytotoxic; 360,000 tested, 2% active;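 further: potency means the concentration at half of the fitted maximal effect; 0% = DMSO wells and -100% = cell-free medium wells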
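Knockdown cells (IDH1KD HT-1080) received compounds 2 h after plating at 750 cells/well and were kept 48 h at 37 °C in 5% FBS RPMI. A CellTiter-Glo luminescence read gave % activity for curve fitting.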
HT1080NT lethal: kills 2HG-producing HT-1080-NT fibrosarcoma cells; HT-1080-NT fibrosarcoma viability, CellTiter-Glo ATP luminescence, 48 h; Potency, µM (titrated, usually from 46.1 µM), for inactives: at the top dose activity, negative = less viability, most hits filed as cytotoxic; 360,000 tested, 1.6% active; AID 686970;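 further: NT is the 2HG producing partner of a matched IDH1 knockdown line; potency means the concentration at half of the fitted maximal effect; 0% = DMSO-treated cells and -100% = media-only wells without cells; nearly all actives have a fitted effect of over 55% in size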
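Toxicity toward the 2HG-producing NT line was scored as %Activity, normalised to DMSO and no-cell wells, from CellTiter-Glo luminescence after 48 hours' treatment.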
GLP1R ag: agonists of human GLP-1 receptor. Potency, µM (top dose mostly 45.6 µM), for the others: top-dose activation, hits mostly activators. P43220. HEK293 GLP-1R CRE-luciferase, luminescence, 4-6 h; cells express a hypersensitive GLP-1R form. 380,000 tested, 0.007% active; further: potency means the concentration at half of the fitted maximal effect; % of control where 0% means no effect
Target sequence (P43220 whole entry, looked up): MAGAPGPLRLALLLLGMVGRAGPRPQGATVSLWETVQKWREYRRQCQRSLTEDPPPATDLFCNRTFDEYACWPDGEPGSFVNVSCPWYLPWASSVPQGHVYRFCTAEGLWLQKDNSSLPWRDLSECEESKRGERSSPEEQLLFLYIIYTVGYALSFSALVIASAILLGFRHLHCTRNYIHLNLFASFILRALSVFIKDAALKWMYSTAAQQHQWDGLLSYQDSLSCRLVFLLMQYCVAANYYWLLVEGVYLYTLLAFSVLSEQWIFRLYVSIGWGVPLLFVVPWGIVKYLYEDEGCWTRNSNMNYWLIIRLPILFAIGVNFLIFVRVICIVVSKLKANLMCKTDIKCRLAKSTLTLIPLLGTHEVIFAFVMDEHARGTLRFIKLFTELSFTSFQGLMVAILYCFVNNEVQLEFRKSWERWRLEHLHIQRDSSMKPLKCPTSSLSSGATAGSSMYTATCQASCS
SW480 rerep: induces DNA re-replication in SW480 colon adenocarcinoma cells | SW480 DNA re-replication, Hoechst DNA content imaging, 48 h | Potency, µM (highest dose often 46.1 µM), for the others: at the top dose re-replication activation, most hits filed as activators | 340,000 tested, 1.8% active; further: potency means the concentration at half of the fitted maximal effect; % of control where 0% means no effect; nearly all actives have a fitted effect of over 55% in size
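Readout is total intensity of Hoechst-stained nuclei, excited at 405 nm and collected at 500-530 nm. Compound treatment lasted 48 hr at 37 C in 5% CO2 before staining.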
* marks the source's active call; other numbers are inactive results; i = inactive; u = inconclusive; x = no result given; [ ] = remark or other dose. Unless noted, the call rests on the fitted dose curve; in most records, active means well fitted curve in the direction sought with a large enough effect; inconclusive means small, poorly fitted or top-dose-only effect, or another doubt; inactive means no such curve, though single readings can be large; an effect the other way counts as inactive or inconclusive.

SMILES	D3 ag	KB-3-1 cytotox	KB-V1 cytotox	DRD3 antagonist	IL1B secr inh	HT1080 IDH1KD tx	HT1080NT lethal	GLP1R ag	SW480 rerep
CCOc1ccccc1/C=N/Nc1cc(C)nc2ccc(C)cc12	3.5	6.1%	8.8%	14.1	-21.4	-0.8%	2.4%	-7.5%	-4.4%
CCOC(=O)C1=CCN(S(=O)(=O)c2ccc(F)cc2)C1c1cccc(Cl)c1 (stereo not given)	-12.2	u	8.2µM*	0.0	14.7	-15.2%	-10.1%	19.1%	x
COc1cc2[nH]c(=O)n(Cc3ccc(C(=O)NCC4CCCO4)cc3)c(=O)c2cc1OC (stereo not given)	-5.2	u	4.3%	-19.3	-6.0	12.1%	9.9%	0.7%	u
O=C(CC1SCCNC1=O)Nc1ccc(Cl)cc1 (stereo not given)	-1.3	27.2%	-2.3%	5.9	-8.3	28.4%	6.1%	5.5%	-2.2%
CCOC(=O)c1sc(NC(=O)Cc2ccccc2OC)nc1C	-1.5	-13.9%	-0.4%	0.9	-9.4	0.1%	-0.1%	12.8%	-0.4%
O=C(c1ccc(NS(=O)(=O)c2ccc(F)cc2)cc1)N1CCCCCC1	2.6	9.0%	-8.6%	7.4	-17.3	-7.6%	-14.7%	8.5%	-468.0%[inhibitor]
Cc1ccc(C(=O)NC(C)C2CCCO2)o1 (stereo not given)	1.6	-3.4%	14.1%	3.5	4.9	28.3%	28.6%	-4.6%	-6.5%
OC[C@@H]1CN(CCN2CCOCC2)C[C@H](n2cnc3c(NC4CCC4)ncnc32)O1	7.1	0.0%	12.1%	-0.3	8.8	16.7%	0.5%	-9.3%	x
CCC(C)NC(=O)CCn1c(=O)c2cccn2c2ccc(F)cc21 (stereo not given)	-17.8	1.5%	-27.1%	0.1	-10.0	20.9%	11.4%	8.0%	-5.1%
CC(C)(C)SCCNS(=O)(=O)c1ccccc1	-10.3	-6.3%	u	-20.2	13.8	2.6%	-0.6%	-0.2%	-1.6%
Cc1cc(Cl)c(S(=O)(=O)NCC2CCCO2)cc1OCC(=O)NC1CCCCC1 (stereo not given)	-0.2	-0.9%	15.4%	19.7	-25.2	15.4%	3.9%	2.1%	-11.5%
COC(=O)C[C@H]1C=C[C@H](NC(=O)Nc2ccccc2OC)[C@@H](CO)O1	1.1	2.9%	-3.3%	6.0	-16.0	21.7%	7.8%	x	x
CC1(Oc2cccnc2Cl)CCN(Cc2ccc(OC(F)(F)F)cc2)C1 (stereo not given)	-7.7	-0.1%	2.7%	-0.5	-56.2*	2.8%	-19.4%	-1.8%	x
CN(CCOc1ccc(Cl)cc1)C(=O)CN1C(=O)NC2(CCCCC2)C1=O	-5.6	-7.6%	u	4.8	-8.9	2.7%	-11.6%	-1.8%	-6.6%
CCOc1ccc(NC(=O)CN2CCc3cc4c(cc3C2)OCCCO4)cc1OCC	-1.9	-19.3%	-12.1%	10.2	-2.3	20.0%	-0.9%	5.2%	-7.1%
COc1ccc(C)cc1NC(=O)c1cccc(C(=O)Nc2cc(C)ccc2OC)n1	-2.0	-12.3%	-8.4%	-2.9	i	-8.2%	-0.4%	-4.3%	-16.8%
COC(=O)CC1=NN(c2ccccc2)C(=O)C1	-3.0	13.6%	9.9%	8.3	-0.1	14.7%	9.2%	-0.6%	-3.0%
COCCN1C(=O)CCC1(C)c1nnnn1-c1ccc2c(c1)OCCO2 (stereo not given)	4.0	14.7%	0.7%	1.1	0.0	16.9%	15.2%	2.4%	x
O=C(COC(=O)c1nc(-c2ccccc2)n(-c2cccc(C(F)(F)F)c2)n1)NCc1cccs1	-5.2	-3.0%	-3.0%	-10.6	-4.0	-4.5%	-0.4%	7.6%	9.3%
CC(C)C[C@H]1CN(CCCC[C@H]2CNC(=O)C(=O)N2CCc2ccc(O)cc2)C(=O)C(=O)N1Cc1ccccc1	-1.4	20.8%	0.6%	12.5	-3.5	5.7%	17.2%	3.6%	x
C#CCNC(=O)C1=C[C@@H](C)C[C@@H](OCc2ccc(CO)cc2)O1	0.8	-5.0%	-17.1%	7.4	20.6	8.5%	2.8%	-0.8%	-9.6%
CCC(C)(C)NC(=O)C(c1ccccn1)N(C(=O)c1csnn1)c1ccc(C)cc1 (stereo not given)	-6.1	2.3%	-6.2%	13.7	17.2	22.0%	-0.7%	12.4%	0.6%
CN(C(=O)CN1C(=O)S/C(=C\c2ccccc2F)C1=O)C1CCS(=O)(=O)C1 (stereo not given)	2.5	8.5%	8.4%	0.0	-16.9	9.4%	2.7%	2.3%	-7.5%
COc1ccc(OCC(=O)N2CC3(C)CC2CC(C)(C)C3)cc1 (stereo not given)	-3.3	2.7%	-10.9%	-13.9	3.3	-7.2%	11.5%	3.3%	-2.8%[9.22 µM]
COCCCN(CC(=O)O)S(=O)(=O)c1cccc(Cl)c1	7.9	-3.0%	-23.1%	11.8	-1.8	15.3%	14.3%	-0.3%	-8.1%
Next part:
SMILES	D3 ag	KB-3-1 cytotox	KB-V1 cytotox	DRD3 antagonist	IL1B secr inh	HT1080 IDH1KD tx	HT1080NT lethal	GLP1R ag	SW480 rerep
CCc1ccc(NC(=O)CN2C(=O)CCSc3ccccc32)cc1	1.4	-1.9%	-26.8%	x	x	x	x	9.3%	x
Cc1cc(C(=O)Nc2ccccc2C(=O)O)c(C)o1	-12.7	-4.3%	-11.7%	4.6	21.7	-3.4%	-5.5%	-0.7%	-1.8%
COc1ccc(C(=O)Nc2ccc(OCc3ccccc3)cc2)cc1[N+](=O)[O-]	5.7	-0.4%	3.7%	16.0	-0.1	-24.2%	-19.9%	-9.6%	-11.1%
Cc1nn(Cc2c(F)cccc2Cl)c(C)c1NC(=O)C1CC1	-4.1	-16.0%	3.2%	-8.1	4.3	21.7%	10.7%	2.8%	0.517µM*
CCN(C(=O)c1cc(OC)c(OC)c(OC)c1)C1CCCCC1	4.5	2.5%	u	11.8	35.2	-1.0%	1.7%	10.1%	x
O=C1N/C(=N\S(=O)(=O)c2ccccc2)S/C1=C\c1cc([N+](=O)[O-])ccc1O	-16.2	6.1%	u	-25.0	31.1	7.8%	-5.9%	-0.3%	-1.4%
O=C(NCc1ccccc1)c1csc2c1CCCC2	-0.1	3.1%	7.1%	-1.9	-2.0	17.0%	5.4%	11.8%	-2.7%
O=C(CN1CCN(CC(=O)Nc2ccccc2Cl)CC1)NCC1(N2CCCCC2)CCCCC1	0.5	-4.7%	u	0.0	-7.9	8.4%	-6.4%	-5.0%	11.5%
COCCN1C[C@@H](CO)O[C@@H](n2cnc3c(NC4CC4)ncnc32)C1	-12.7	0.0%	-3.9%	8.0	u	10.1%	-4.6%	-3.5%	x
CCC1(C)CC(CCNS(=O)(=O)c2ccc(C)cc2)(c2ccc(C)cc2)CCO1 (stereo not given)	2.7	u	u	11.7	-9.0	u	u	-2.4%	3.8%
O=C(NCc1ccc2c(c1)OCO2)c1ccc(Br)s1	1.2	-5.9%	u	2.3	4.8	-0.8%	-3.1%	16.9%	-3.8%
CSc1ccccc1C(=O)C1CCCN(C(=O)c2cccc(Cn3cccn3)c2)C1 (stereo not given)	-0.4	-7.8%	-14.5%	-11.9	15.6	-9.4%	-18.8%	-2.6%	x
CCN(c1ccc(NC(=O)c2ccc(Cl)nc2)cc1)C(C)C	-3.3	-18.4%	u	-10.4	71.0	-0.2%	-4.1%	-0.3%	-2.1%
C[C@H]1CN([C@@H](C)CO)C(=O)CCCn2nncc2CO[C@H]1CN(C)S(=O)(=O)c1ccc(Oc2ccccc2)cc1	1.8	-21.2%	9.7%	2.0	20.5	-4.2%	1.7%	7.9%	x
CS(=O)(=O)NCCCNc1ccc(C(F)(F)F)cc1[N+](=O)[O-]	-10.0	u	u	-2.8	18.9	-9.8%	1.2%	15.2%	-13.5%
O=C(c1ccc(S(=O)(=O)N2CCCCC2)cc1)N1CCCC(C(F)(F)F)C1 (stereo not given)	7.2	-5.3%	u	10.1	7.9	3.3%	1.0%	-8.3%	-15.8%
COC(=O)C1=CCCCC(O)=C1C(=O)OC	-2.8	-1.9%	13.6%	-7.5	-2.6	-0.8%	9.8%	-4.0%	x
COc1cc(OC)cc(C(=O)Nc2ccc3nc(Nc4cccc(C(F)(F)F)c4)cc(C)c3c2)c1	4.4	u	u	x	x	x	x	-14.1%	x
Cc1ccc(NC(=O)CS(=O)CC(=O)N2CCN(C3CCCC3)CC2)cc1 (stereo not given)	8.8	11.1%	16.4%	3.9	-3.3	13.7%	10.2%	2.0%	-9.6%
COc1ccc(-c2cnn3c(N)c(S(=O)(=O)C(C)(C)C)cnc23)cc1	2.7	-4.1%	14.6µM*	u	-4.9	u	-27.6%	2.0%	u
CC(C)(C)c1ccc(C(=O)Nn2cnnc2)cc1	-1.3	-2.6%	u	1.3	29.6	2.1%	-0.2%	-6.4%	-1.7%

Compound profiles, as listed above. Values in the order: D3 ag, KB-3-1 cytotox, KB-V1 cytotox, DRD3 antagonist, IL1B secr inh, HT1080 IDH1KD tx, HT1080NT lethal, GLP1R ag, SW480 rerep
Record of `COc1ccc(-c2cnn3c(N)c(S(=O)(=O)C(C)(C)C)cnc23)cc1` → 2.7, -4.1%, 14.6µM*, u, -4.9, u, -27.6%, 2.0%, u
Record of `CS(=O)(=O)NCCCNc1ccc(C(F)(F)F)cc1[N+](=O)[O-]` → -10.0, u, u, -2.8, 18.9, -9.8%, 1.2%, 15.2%, -13.5%
Record of `CCc1ccc(NC(=O)CN2C(=O)CCSc3ccccc32)cc1` → 1.4, -1.9%, -26.8%, x, x, x, x, 9.3%, x
Record of `O=C(NCc1ccccc1)c1csc2c1CCCC2` → -0.1, 3.1%, 7.1%, -1.9, -2.0, 17.0%, 5.4%, 11.8%, -2.7%
